aSyn yeast rescue – inhibitors of alpha-synuclein toxicity in yeast | S. cerevisiae alpha-synuclein toxicity rescue, BacTiter-Glo growth, 24 h | Potency, µM (doses to about 46.1 µM), inactives show top-dose growth rescue (activation), hits mostly activators | 94,000 compounds, 0.02% hits | AID 1347070; active = well fitted activation curve with a large enough effect; inconclusive = small, poorly fitted or top-dose-only effect; note: 0% is about no effect
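Growth restoration measured by BacTiter-Glo luminescence after 24 hr at 30 deg C; alpha-synuclein yeast, raffinose-pregrown to mid-log, were added at OD600=0.02 in galactose medium onto pinned compounds.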
* = called active by the depositor; u = inconclusive; [ ] = remark or other dose. Potency is the fitted concentration of half-maximal effect. Some of the compounds tested; rates above refer to the full screens.

A first look, 2 compounds:
SMILES	aSyn yeast rescue
CCOC(=O)c1[nH]c2c(c1-c1ccccc1)C(=O)CC(c1ccc(OCC)cc1)C2 (stereo unspecified)	-1%
COc1ccc(NC(=O)c2sc3nc(C)c(C(=O)Nc4ccc(C)cc4C)c(-c4ccc(Cl)cc4)c3c2N)cc1	5%

Results, repeating the preview:
SMILES	aSyn yeast rescue
CCOC(=O)c1[nH]c2c(c1-c1ccccc1)C(=O)CC(c1ccc(OCC)cc1)C2 (stereo unspecified)	-1%
COc1ccc(NC(=O)c2sc3nc(C)c(C(=O)Nc4ccc(C)cc4C)c(-c4ccc(Cl)cc4)c3c2N)cc1	5%
Cc1ccc(C2=NC3(CCCCCC3)NC2=S)cc1	-1%
COc1ccccc1CC(=O)Nc1cccc(F)c1	8%
O=C(CCN1C(=O)/C(=C/c2cccs2)SC1=S)N1CCCCC1	3%
Cc1c(Cl)cccc1-n1ncc(C(=O)N2CCC(C)CC2)c1C1CCN(C(=O)OC(C)(C)C)CC1	18%
COc1ccc(C)cc1NS(=O)(=O)c1ccc2[nH]c(=O)c(=O)[nH]c2c1	-3%
CCOc1ccc(NC(=O)Cn2cc(C(=O)c3ccc(C)c(C)c3)c(=O)c3cc(F)ccc32)cc1	-4%
Cc1ccc(Cn2c(=O)c3cccnc3n(Cc3ccc(C)cc3)c2=O)cc1	1%
O=C(NNC(=O)c1ccccc1Br)c1cccs1	-4%
COC(=O)Cc1c(C)nc2nc(NCc3ccc(Br)cc3)[nH]n2c1=O	-13%
CCCCN(CCCNC(=O)CN1N=C(c2ccccc2)CCC1=O)c1ccccc1	4%
CCOC(=O)Cc1ccc(NC(=O)NCc2ccc3c(c2)CCN3C(=O)CC)cc1	-5%
CN(/C(=N/S(=O)(=O)c1cccs1)c1ccccc1)c1ccccc1	-11%
Cc1ccc(OC(C)C(=O)NCC2(N3CCOCC3)CCCCC2)cc1C (stereo unspecified)	-16%
Cn1c(=O)c2c(c3ccccc31)OC(=O)CC2c1ccc(C(F)(F)F)cc1 (stereo unspecified)	-30%[inhibitor]
O=c1[nH]c(C2CCN(S(=O)(=O)Cc3ccccc3)CC2)nc2c1nnn2Cc1cccc(Cl)c1	-6%
Cc1ccc(/C=N/n2nnnc2N)cc1	-3%
COc1ccccc1OC(C)C(=O)N(Cc1ccco1)C1CCS(=O)(=O)C1 (stereo unspecified)	0%
COc1ccc(C(=O)Nc2c(C(=O)c3ccc(F)cc3)oc3ccccc23)cc1	-5%
CC(=O)OC1C(OC(C)=O)C2C(C)CC3OC(=O)C(C)C3CC2(C)C1OC(C)=O (stereo unspecified)	-10%
CCOc1ccc(-c2nc(SCC(=O)c3ccccc3)n[nH]2)cc1	-9%
Cc1cccc[n+]1CC(=O)N1c2ccccc2Sc2ccccc21	-10%
CCN(CC)S(=O)(=O)c1ccc(N2CCCC2)c(NC(=O)CC(C)(C)C)c1	3%
O=c1c2sccc2[nH]c(=S)n1-c1ccccc1	-5%
CC1CC2(C)CC(C)C1(COC(=O)Nc1ccccc1)CO2 (stereo unspecified)	11%
O=C(COC(=O)CCC(=O)c1cccs1)NCc1cccs1	6%
COc1ccc(N2C(=O)CSC23C(=O)N(CC(=O)NCCc2ccccc2)c2ccccc23)cc1 (stereo unspecified)	9%
Cc1cc2oc(=O)c(CC(=O)O)c(C)c2c2occ(-c3ccccc3)c12	-2%
CCCC(=O)Nc1nnc(SCc2cc(=O)c3cc(C)ccc3[nH]2)s1	-7%
COc1ccc(CN2C(=O)C(CC(=O)NCCCN(C)C)CC(C(=O)N(C(C)C)C(C)C)=C2C)cc1 (stereo unspecified)	7%
O=C(NCCc1ccccc1)c1ccc(CS(=O)(=O)Cc2ccccc2Cl)o1	0%
CCC[C@H]1CN(c2ccc(OC)cc2)C(=O)[C@@H]1CC(=O)Nc1ccccc1	7%
O=C(O)c1ccc(CNC(=O)c2ccc(S(=O)(=O)N3CCCC3)cc2)cc1	7%
O=C1C(=O)N(C2CCN(C(=O)c3ccc(Cl)cc3)CC2)CCN1Cc1ccc(F)cc1	6%
Cc1ccc(OCc2cc(C(=O)N(C)C3CCCc4ccccc43)no2)cc1C (stereo unspecified)	12%
COC(=O)c1ccc(NC(=O)CSc2n[nH]c(-c3ccccc3)n2)cc1	0%
CCOC(=O)c1cc(-c2ccccc2)n(CC(=O)NCc2ccccc2)c1C	-14%
Cn1c(=O)n(C/C=C/c2ccccc2)c(=O)c2c1nc1n2CCN1c1ccc(F)cc1	10%
COc1cccc(C(=O)NCC(c2ccc(N(C)C)cc2)N2CCc3ccccc32)c1OC (stereo unspecified)	-1%

Taken from above:
Value of CCOC(=O)Cc1ccc(NC(=O)NCc2ccc3c(c2)CCN3C(=O)CC)cc1 under aSyn yeast rescue: -5%
Value of O=C1C(=O)N(C2CCN(C(=O)c3ccc(Cl)cc3)CC2)CCN1Cc1ccc(F)cc1 under aSyn yeast rescue: 6%
Value of O=C(NNC(=O)c1ccccc1Br)c1cccs1 under aSyn yeast rescue: -4%

(list continues)
SMILES	aSyn yeast rescue
O=C(O)c1sc(C(=O)O)c(-c2ccccc2)c1-c1ccccc1	-4%
CCc1cccc(C)c1NC(=O)Cn1ccn(-c2cccc(OC)c2)c(=O)c1=O	-4%
CCCN1CCN(CCNC(=O)Nc2ccc(OC)cc2OC)CC1	0%
CN(C)c1ccc(CNc2nc(-c3ccco3)nn2S(=O)(=O)c2ccc(Cl)cc2)cc1	-4%
CCc1ccc(S(=O)(=O)c2cn(C)c3cc(N4CCCC4)c(F)cc3c2=O)cc1	-1%
COc1ccc(C(=O)NCCS(=O)(=O)NCc2cccnc2)cc1	-47%[inhibitor]
CCOC(=O)N1CCN(C(=O)CSc2nnc(-c3cccs3)o2)CC1	5%
COc1cc(-c2noc(-c3ccc(N4CCOCC4)c([N+](=O)[O-])c3)n2)cc(OC)c1OC	2%
O=C(O)c1ccc(Cl)cc1Nc1nc2cc(Cl)ccc2o1	-79%[inhibitor]
O=C(COC(=O)c1ncc(Cl)c(Cl)c1Cl)NC1CCS(=O)(=O)C1 (stereo unspecified)	0%

A stretch from the list above, for reference:
SMILES	aSyn yeast rescue
CCOC(=O)N1CCN(C(=O)CSc2nnc(-c3cccs3)o2)CC1	5%
COc1cc(-c2noc(-c3ccc(N4CCOCC4)c([N+](=O)[O-])c3)n2)cc(OC)c1OC	2%

More records:
SMILES	aSyn yeast rescue
O=C(OCc1c(F)cccc1Cl)c1cnc2ccccc2n1	2%
O=C(Nc1ccc(F)c(F)c1)c1cc(S(=O)(=O)NC2CCCCCC2)ccc1F	u
Cc1ccccc1CN(C)C[C@@H]1OCc2cnnn2CCCC(=O)N([C@H](C)CO)C[C@H]1C	1%
CCS(=O)(=O)c1ccc(O)c(NC(=O)Nc2ccccc2OC)c1	5%
COc1ccc(N(C(=O)c2cccc(C)c2)S(=O)(=O)c2ccc(C)cc2)cc1	-4%
Cc1ccc(S(=O)(=O)N(CC(O)CN2C(=O)NC(C)(C)C2=O)c2cccc(C)c2)cc1 (stereo unspecified)	-11%
CC1CCN(C(=O)C2CCC(CNc3c(N4CCCCC4)c(=O)c3=O)CC2)CC1 (stereo unspecified)	-2%
Cc1cccc2cc(CNC3CCCC3)c(Cl)nc12	-4%
CCOC(=O)N1CCN(C(=O)c2cc3c(=O)n4cccc(C)c4nc3s2)CC1	5%
Cc1ccc(S(=O)(=O)N2C[C@H]3C(=O)C[C@@H](c4cccc(Cl)c4)N(S(=O)(=O)c4ccc(C)cc4)[C@H]3C[C@H]2c2ccccc2)cc1	-1%
CN(C)c1ccc(CNC(=O)C2CCN(S(=O)(=O)c3ccc4c(ccn4C)c3)CC2)cc1	5%
CCCCc1ccc(-n2nc3cc(Cl)c(NC(=O)c4ccc(OC)cc4)cc3n2)cc1	-6%
CCCCN(CCCC)CCNC(=O)Cn1nc(CC)n2c(cc3sccc32)c1=O	-9%
COc1cc2c(cc1OC)C(COc1ccc3c(C)cc(=O)oc3c1)N(C(=O)c1cccc(OC)c1OC)CC2 (stereo unspecified)	3%
N#Cc1ccccc1Cn1cnc2nc3c(cc2c1=O)CCCC3	-2%
CC(C)[C@H](NC(=O)OCc1ccccc1)C(=O)OCc1ccccc1	11%
COc1ccc(C2c3ccc(O)cc3Oc3ncn4nc(-c5ccncc5)nc4c32)cc1OC (stereo unspecified)	8%
Cc1cc(F)ccc1NC1(c2ccccc2)C(=O)c2ccccc2C1=O	0%
Cc1ccc(C)c(NC(=O)Cn2ncc3c([nH]c4ccccc43)c2=O)c1	-3%
CC(C)C(C(=O)NC1=NCCS1)c1ccc(Cl)cc1 (stereo unspecified)	-49%[inhibitor]
Cc1ccnc(NC(=O)COC(=O)c2ccc(F)cc2F)n1	-13%
O=c1c2ccccc2nc2n1CCCN2	-14%
Nc1ccccc1Sc1cc(Cl)nnc1Cl	3%
O=C(NCCN1C(=O)S/C(=C\c2ccc(Cl)c([N+](=O)[O-])c2)C1=O)C1=COCCO1	13%
CCOC(=O)C1CCN(C(=O)c2cnn(-c3ccc(F)cc3)c2-n2cccc2)CC1	4%
CCn1cc2nc(SCc3ccccc3Cl)n(CCc3ccccc3)c(=O)c2n1	6%
COC(=O)C(Cc1ccccc1)NC(=O)CNS(=O)(=O)c1ccc(Br)cc1 (stereo unspecified)	-4%
O=C(Cc1ccccc1)Nc1nnc2n1CCS2	-4%
COc1ccc(-c2noc(CNC(=O)c3ccc4c(c3)OCO4)n2)cc1OC	2%
CC(=O)Nc1ccc2nc(CN3CCC(CO)(CCc4ccccc4)CC3)ccc2c1	-6%
O=C(NCCc1ccccc1)c1c[nH]c2ccc(S(=O)(=O)Nc3ccc(F)cc3F)cc2c1=O	0%
CCOc1ccccc1C(=O)Nc1ccc(S(=O)(=O)Nc2onc(C)c2C)cc1	-2%
Cc1ccc(NC(=O)c2cc(-c3cccs3)nc3ccccc23)nc1	9%
O=[N+]([O-])c1ccc(S(=O)(=O)Nc2ccc(S(=O)(=O)N3CCCC3)cc2)cc1	14%
Cc1ccc(NC(=O)CSc2nc(-c3cccs3)cc(C(F)(F)F)n2)cc1C	-4%
O=C(NCC(c1ccco1)N1CCc2ccccc21)c1cccc([N+](=O)[O-])c1 (stereo unspecified)	-8%
COc1ccc(/C=C(\C#N)c2nc(-c3ccc(Cl)c(Cl)c3)cs2)cc1OC	-3%
COc1ccc2c(COC(=O)c3cccc(S(=O)(=O)NCC(C)C)c3)cc(=O)oc2c1	2%
O=C(C1CCC(CNS(=O)(=O)c2ccc(Br)s2)CC1)N1CCN(c2ccccc2Cl)CC1 (stereo unspecified)	-2%
CC1CCCCC1NC(=O)COC(=O)c1cc(=O)c2ccccc2o1 (stereo unspecified)	1%
O=C(Cn1c(=O)n(CCCS(=O)(=O)C2CCCCC2)c(=O)c2ccccc21)Nc1ccccc1F	1%
O=C(CN(Cc1ccccc1)S(=O)(=O)c1ccc(F)cc1)NCc1ccccn1	4%
CCOC(=O)c1ccccc1NC(=O)Nc1cc2c(cc1N1CCCCC1)n(C)c(=O)n2C	-3%
Cc1ccc(C(=O)C2=C(O)C(=O)N(CC3CCCO3)C2c2ccccc2F)o1 (stereo unspecified)	-1%
COc1ccc(N2CCN(C(=O)CCCCCn3c(=O)[nH]c4ccsc4c3=O)CC2)cc1	-10%
Clc1cccc(Nc2ncnc3c2nc2n3CCCCC2)c1	4%
COc1cccc(CNC(=O)c2cc3c(s2)-c2c(C)cccc2OC3)c1	4%
CCOc1ccc(OCC)c(NC(=O)c2ccc(CNc3c(N4CCCC4)c(=O)c3=O)cc2)c1	1%
CCOc1ccc(-c2cc(CCCC(=O)NCCc3ccc(OCC)c(OCC)c3)no2)cc1	0%
COc1cc(C(=O)OCC2CC(c3ccccc3)=NO2)cc(OC)c1OC (stereo unspecified)	-3%
Next results follow:
SMILES	aSyn yeast rescue
O=C(COc1ccc(Cl)cc1Cl)NCCN1CCCCC1	-11%
O=S(=O)(NCc1ccccc1)c1ccc(Br)c2nsnc12	17%
COc1ccc(NC(=O)c2cccnc2)c([N+](=O)[O-])c1	-21%
COCCN(Cc1nc(-c2ccc(C(F)(F)F)cc2)no1)C(C)C	0%
Cc1ccc(-n2nc(C)c3c(C)cc(=O)n(CC(=O)Nc4ccc(Br)cc4F)c32)cc1	-10%
Cc1n[nH]c(C)c1Sc1ccccc1[N+](=O)[O-]	9%
Cc1ccc(C(=O)Nc2cc(C)nn2CCC#N)cc1	-2%
CCCSc1ncc(Cl)c(C(=O)Nc2sc3c(c2C(=O)OC)CCCC3)n1	1%
CCN1CCc2nc3sc(C(=O)Nc4ccccc4OC(F)(F)F)c(N)c3cc2C1	-11%
CN(CC(=O)Nc1cccc(C#N)c1)Cc1ccc(Cl)cc1	6%
COc1ccccc1NC(=O)CSC1=Nc2ccccc2C2=NC(CC(=O)NCCc3ccccc3)C(=O)N12 (stereo unspecified)	5%
Cc1ccc(Cn2c(C)c3cnn(CC(=O)O)c(=O)c3c2C)cc1	6%
O=C(Cc1c[nH]c2ccccc12)N/N=C/c1ccccc1O	3%
CC(C)C(=O)Nc1nc2c(ncn2C2CC(O)C(CO)O2)c(=O)[nH]1 (stereo unspecified)	-2%
Cn1c(=O)oc2cc(S(=O)(=O)N3CCC(N4CCCCC4)CC3)ccc21	-4%

Given as labelled records: part of the list above.
CCn1cc2nc(SCc3ccccc3Cl)n(CCc3ccccc3)c(=O)c2n1
  aSyn yeast rescue = 6%
CC(=O)Nc1ccc2nc(CN3CCC(CO)(CCc4ccccc4)CC3)ccc2c1
  aSyn yeast rescue = -6%

Screening data: PubChem BioAssay, National Center for Advancing Translational Sciences (NCATS)
